Source: PubChem BioAssay
HEK293 NOD2/NF-kB – NOD2 signaling inhibitors, cell-based, luminescence, uHTS, HEK293 (AID 1566); HEK293 NOD2/NF-kB luciferase reporter, luminescence; higher % means a stronger effect; inhibition, % at 4 µM; hits with a dose series show EC50 in µM; actives 0.63% (n = 290,000); further: many of its hits are not listed in these tables
T cell HTS – modulators of CD8 T cell-vesicle binding, primary screen, mouse 2C CD8+ T cells, flow cytometry; 2C CD8+ T cell-vesicle binding; stronger effect = lower value; calls only at 7 µM; actives 0.068% (n = 330,000); AID 2052, 2009;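 active means response, share of CD8 T cells binding vesicles, and their 90th percentile fluorescence all below set limits, cut at about 80% in these data, passing the limit was not always enough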
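Assay system – 2C mouse CD8+ T cells · Also added – QL9-loaded Drosophila micro-vesicles · Timing – Cell–vesicle co-incubation 1.5 h at 37 °C, staining 20 min on ice · Signal – flow cytometry of vesicle-bound cells · Measure – percent CD8+ FL2 mean versus row control · Controls – Peptide-free naked vesicles (low) and QL9 vesicles with 0.7% DMSO vehicle (high)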
GPR55 antagonists – GPR55 antagonists blocking LPI-driven arrestin recruitment, primary screen, imaging, U2OS, beta-arrestin-GFP, LPI agonist (AID 2013); G-protein coupled receptor 55 (Homo sapiens); one-dose inhibition, % at 10 µM; IC50 in µM for titrated hits; actives 0.13% (n = 290,000); U2OS GPR55 beta-arrestin-GFP translocation imaging, LPI antagonism; higher % means a stronger effect;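 active means spots per cell inhibited over 60%, with over 100 cells counted and total cytoplasm intensity under 500,000; inconclusive means wells with under 100 cells, flagged as likely toxic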;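 further: U2OS cells stably carrying GPR55 and arrestin-GFP stimulated by 5 µM LPI near EC80; imaged beta-arrestin-GFP aggregate spots per cell after agonist stimulation; plate controls were LPI-stimulated DMSO wells for no effect and DMSO wells without LPI for full effect; some results filed as inactive read as strong as hits; confirmed hits need IC50 under 10 µM and bright autofluorescent wells are also inconclusive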
NTR1 ag – agonists of NTR1, primary screen, imaging, U2OS cells, beta-arrestin-GFP, high content (AID 493036). actives 0.17% (n = 330,000). NTR1-U2OS beta-arrestin-GFP spot imaging, agonist mode. activation, % at 20 µM. Neurotensin receptor type 1 (Homo sapiens), P30989;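 active means activation at or above 40% of the spot to cytoplasm intensity ratio, with at least 20 cells analyzed; inconclusive means wells under 20 cells, flagged as cytotoxic or low count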;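 further: 0% = DMSO without peptide and 100% = 100 nM NTR1 peptide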
Target sequence (P30989 whole entry, looked up): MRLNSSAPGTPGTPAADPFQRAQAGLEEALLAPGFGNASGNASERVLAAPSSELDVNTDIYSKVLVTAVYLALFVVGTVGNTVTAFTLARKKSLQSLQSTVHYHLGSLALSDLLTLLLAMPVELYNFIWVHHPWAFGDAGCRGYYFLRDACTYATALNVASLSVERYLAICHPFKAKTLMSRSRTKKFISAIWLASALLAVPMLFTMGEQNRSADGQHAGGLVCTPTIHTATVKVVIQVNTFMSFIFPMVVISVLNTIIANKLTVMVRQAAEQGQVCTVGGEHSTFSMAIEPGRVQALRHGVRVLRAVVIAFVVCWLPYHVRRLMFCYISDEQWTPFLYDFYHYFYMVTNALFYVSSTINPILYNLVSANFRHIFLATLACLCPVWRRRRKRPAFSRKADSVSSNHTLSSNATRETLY
NOD1 NF-kB reporter – NOD1 signaling inhibitors, primary screen, cell-based, luminescence, uHTS (AID 1578). NOD1-driven NF-kB luciferase reporter cells, luminescence; higher % means a stronger effect. actives 1% (n = 290,000). inhibition, % at 4 µM, or EC50 in µM where a hit was titrated; in the data active means inhibition mostly above about 36%, no sharp cut-off; inactive means mostly below about 34%;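 further: HEK-293T reporter cells stimulated with the NOD1 agonist gamma-tri-DAP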
Myeloid diff 2 – induction of myeloid progenitor differentiation, primary screen, cell-based, flow cytometry, MLPCN library; ER-HoxA9 myeloid progenitors, lysozyme-GFP differentiation; calls only at 10 µM; actives 1% (n = 360,000);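 active means normalized GFP-positive differentiation at or above the plate's own cutoff, the solvent-only control mean plus 3 SD; inconclusive means no clear call, values can overlap the other calls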;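 further: cells exposed to compound for four days before flow analysis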
GPR55 beta-arrestin – GPR55 agonists via beta-arrestin recruitment, primary screen, imaging, U2OS cells, beta-arrestin-GFP redistribution (AID 1961); G-protein coupled receptor 55 (Homo sapiens); U2OS GPR55 beta-arrestin-GFP redistribution imaging; higher % means a stronger effect; one-dose activation, % at 10 µM; EC50 in µM for titrated hits; actives 0.048% (n = 290,000);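 active means activation above 40% with more than 50 cells counted in the well; inconclusive means wells holding fewer than 50 cells, flagged as toxic or sparse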;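 further: U2OS osteosarcoma cells stably expressing GPR55 and beta-arrestin-GFP; plate controls were DMSO negative control for no effect and LPI positive control for full effect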
KOR beta-arrestin-1 – KOR antagonists, beta-arrestin recruitment, cell-based, luminescence, uHTS (AID 1778); KOR beta-arrestin recruitment, luminescence, antagonist mode; higher % means a stronger effect; actives 0.091% (n = 290,000); Kappa-type opioid receptor (Homo sapiens); inhibition, % at 10 µM; hits with a dose series show IC50 in µM; further: strong numbers were not always called active
KOR beta-arrestin-2 – KOR agonists, beta-arrestin recruitment, primary screen, cell-based, luminescence, uHTS (AID 1777); KOR beta-arrestin recruitment, luminescence; higher % means a stronger effect; Kappa-type opioid receptor (Homo sapiens); activation, % at 10 µM; hits with a dose series show EC50 in µM; actives 0.02% (n = 280,000); in the data active means activation above about 50%, passing the limit was not always enough; further: a part of the inactive calls stands beside numbers as strong as those of hits
T cell HTS vesicle-bound % – recorded beside T cell HTS, whose call it bears; double positive events, %; measured here: CD8+ vesicle-bound cell fraction;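 binding gate set so that unloaded-vesicle control wells show 10% double positive cells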
NTR1 ag cell count 20 µM – also measured in NTR1 ag; calls as there; cell count; measured here: cell count, cytotoxicity flag
Myeloid diff 2 GFP+ MAC1+ % – further read-out of Myeloid diff 2, marked with its call; GFP+ MAC1+ double positive, %; measured here: differentiation confirmed by MAC1 staining
Active calls of the source: *; i = inactive; ? = inconclusive; . = not tested or not shown; + = active, no number; [ ] = remark or other dose. Unless noted, no stated cut-off is given here; in the data, active means inhibition above about 50%; inactive means the rest. Some of the compounds tested (hit frequency here may not be typical).

SMILES	HEK293 NOD2/NF-kB	T cell HTS	T cell HTS vesicle-bound %	GPR55 antagonists	NTR1 ag	NTR1 ag cell count 20 µM	NOD1 NF-kB reporter	Myeloid diff 2	Myeloid diff 2 GFP+ MAC1+ %	GPR55 beta-arrestin	KOR beta-arrestin-1	KOR beta-arrestin-2
Cc1ccc(Cl)cc1N1CCN(C(=O)c2cc3c(=O)n(C)c4ccccc4c3n2C)CC1	19%	i	54	4%	16	36	50%	+	8.7*	0.7%	0%	-0.2%
NC(=O)c1cc(C(=O)c2ccccc2Cl)c[nH]1	6%	i	43	-1%	-1.3	63	-18%	i	0.4	-0.1%	12%[20 µM]	6.6%
O=C(C1CCC(=O)N1C1CCCCC1)N1CCN(c2ccc(F)cc2)CC1 (stereo unspecified)	4%	i	15	24%	0.8	62	-31%	i	3.8	0.2%	-4%	3.3%
NCC(=O)Nc1ccc(Cl)cc1C(=O)c1ccc[nH]1	34%	.	.	6%	0.0	103	1%	.	.	-0.1%	0%	3.2%
O=C(CSc1nncc2ccccc12)N1CCCCC1	7%	i	28	1%	0.4	40	-47%	i	0.3	0.0%	-23%	-1.1%
COc1ccc(C(=O)O/N=C(/C)c2cccs2)cc1	-2%	i	54	9%	-0.1	41	-14%	i	1.3	0.3%	-4%	5.9%
Cc1ccc(CNC(=O)CO/N=C/c2ccc3c(c2)OCO3)cc1	15%	i	26	-4%	-1.3	93	-20%	i	0.3	-0.2%	-29%	2.7%
O=C(O)CSc1nnc(Nc2ccccc2)n1-c1ccccc1	16%	i	60	-22%	-1.4	47	-15%	i	0.2	-0.2%	16%	-3.5%
COc1ccc(NC(=O)Cc2ccc(C)c(C)c2)cc1Cl	-42%	i	31	13%	-0.7	59	-45%	i	0.8	-0.3%	-26%	4.4%
Cc1ccccc1NC(=O)CCCSc1nc2ccccc2s1	-4%	i	29	6%	-0.2	67	2%	i	0.5	0.0%	-43%	2.2%
CC12CCC(=O)N1C(C(=O)OCC(=O)Nc1cccc(S(=O)(=O)N3CCCCCC3)c1)CS2 (stereo unspecified)	-31%	i	6	0%	2.1	43	12%	i	0.7	0.0%	-10%	15%
COc1cc(NC(=O)c2ccc(Cl)cc2Cl)ccc1NC(=O)c1cccs1	-2%	i	19	12%	6.0	53	-1%	i	0.4	-0.1%	30%	-0.2%
O=C(/C=C/c1ccccc1)Oc1ccccc1C(=S)N1CCOCC1	11%	i	37	-4%	-0.5	24	-2%	i	0.8	0.2%	29%[20 µM]	-2.9%
CC(=O)NC1CCCN(O)C(=O)/C=C(\C)CCOC(=O)C(NC(C)=O)CCCN(O)C(=O)/C=C(\C)CCOC(=O)C(NC(C)=O)CCCN(O)C(=O)/C=C(\C)CCOC1=O (stereo unspecified)	13%	i	59	7%	-1.7	93	-3%	i	2.7	0.1%	-27%	-0.5%
CCOC(=O)CC(NC(=O)c1cc2cccc(OC)c2oc1=O)c1cccc([N+](=O)[O-])c1 (stereo unspecified)	2%	i	5	4%	4.1	69	-23%	?	.	-0.3%	-6%	-6.7%
CCn1nnnc1NC(=O)c1cccc(OC)c1	-33%	i	34	11%	-1.3	53	-57%	i	0.3	-0.2%	-16%	0.7%
Cc1cc(C)c2c(NC(=S)NC(=O)c3ccccc3)nn(C)c2n1	-2%	i	52	3%	1.0	68	-31%	i	1.3	-0.4%	27%	-1.6%
COc1cc(C(=O)NC(C)c2cnn(-c3ccccc3C)c2C)cc(OC)c1OC (stereo unspecified)	-4%	i	61	-4%	1.9	86	-18%	i	0.1	-0.2%	-30%[20 µM]	.
Cc1ccc2nc(N3CCN(S(=O)(=O)c4ccc5c(c4)OCCO5)CC3)c(C#N)cc2c1	17%	i	37	9%	3.9	82	25%	i	6.3	0.3%	17%	-1.0%
O=C(Oc1coc(CSc2nnc(NC(=O)c3cccs3)s2)cc1=O)c1ccccc1	-59%	i	42	12%	0.9	51	-7%	i	1.2	0.2%	10%	-1.0%
O=C(O)CCCC(=O)OCCCCc1cccs1	-6%	i	32	13%	-1.6	110	-1%	i	2.9	-0.2%	0%	-4.3%
Cc1ccc2nc(NCc3ccc(F)cc3)c3nncn3c2c1	10%	i	56	8%	-1.3	52	0%	i	0.6	0.2%	20%	-1.4%
COCc1nnc(NC(=O)c2ccc(S(=O)(=O)N3CCCC3)cc2)o1	1%	i	56	14%	-0.5	64	19%	i	0.9	-0.1%	22%	-7.0%
COc1ccc(OCC(O)CNC(=O)/C=C/c2cccc([N+](=O)[O-])c2)cc1 (stereo unspecified)	18%	i	51	3%	0.2	77	-30%	i	0.1	-0.2%	-16%	0.3%
COc1ccc(NC(=O)CC2CCCC2)cc1OC	-2%	i	14	0%	-1.1	49	-25%	i	1.0	-0.1%	8%	4.1%
O=C(NCC1COc2ccccc2O1)C1CCC(CNc2c(N3CCCCC3)c(=O)c2=O)CC1 (stereo unspecified)	-8%	i	23	3%	0.6	51	-11%	i	2.0	0.3%	11%	-2.4%
O=C(O)/C=C/C(=O)Nc1ccccc1SC(F)(F)F	2%	i	45	8%	-1.7	71	-16%	i	0.4	-0.3%	19%	0.5%
Cc1ccccc1N1C(=O)C2ON(c3ccccc3)C(c3ccncc3)C2C1=O (stereo unspecified)	11%	i	40	-3%	-0.7	93	-3%	i	0.6	-0.2%	-17%	7.4%
O=C(Nc1ccc(F)cc1)NC1CCCc2ccccc21 (stereo unspecified)	-9%	i	6	4%	-0.1	42	-25%	i	0.2	0.0%	0%	0.8%
CCC(C)(C)NC(=O)/C=C/c1ccccc1[N+](=O)[O-]	4%	i	54	8%	0.5	73	-31%	i	1.0	-0.3%	3%	-3.9%
COC(=O)c1ccc(N2CCN(C)CC2)c(NC(=O)c2ccc(-c3ccc(Cl)cc3)o2)c1	0%	i	20	4%	2.9	64	-12%	i	0.6	0.2%	12%	0.3%
CCn1c(C)cc(/C=C2\NC(=O)N(CC(=O)Nc3cccc(C)c3)C2=O)c1C	9%	i	32	0%	0.9	85	10%	i	0.9	0.3%	7%	-1.1%
O=C(CCN1C(=O)/C(=C/c2ccccc2Cl)SC1=S)NCCc1ccc(O)cc1	-40%	i	4	-1%	5.7	66	13%	i	2.1	-0.2%	-236%	2.8%
Cc1nn(C(C)C)c(C)c1CN1CCN(Cc2ccsc2)C(CCO)C1 (stereo unspecified)	-4%	i	62	8%	-0.7	77	-25%	i	0.2	0.1%	-10%	-4.2%
COC(=O)c1ccc(CSc2nnc(-c3ccccc3)n2C)o1	0%	i	32	8%	0.4	39	-12%	i	0.8	-0.2%	5%	-0.9%
Cc1cc(C)c2cc(C(=O)Nc3ccc(C)c(F)c3)[nH]c2c1	12%	i	18	0%	.	.	2%	i	0.3	0.6%	-39%	0.7%
COc1ccc(NS(=O)(=O)c2cn(C)cn2)c(OC)c1	6%	i	45	-20%	0.3	74	27%	i	4.8	0.6%	-18%	-0.8%
Cc1cc(C)cc(Oc2nc(-c3ccccc3)cc(C)c2S(C)(=O)=O)c1	-4%	i	39	-8%	6.3	65	0%	i	0.4	-0.1%	-12%	-7.4%
CC(=O)Nc1ccc(NS(=O)(=O)c2ccc(Cl)s2)cc1	-8%	i	12	6%	-1.1	40	-27%	i	0.7	-0.1%	-35%[20 µM]	0.1%
CC(=O)NCC1CCCN(Cc2cn(-c3ccccc3F)nc2-c2cc(C)sc2C)C1 (stereo unspecified)	8%	i	34	0%	0.4	59	-24%	i	0.5	0.2%	-17%[20 µM]	.
CCCc1nnc(NC(=O)CN2CCN(C)CC2)s1	18%	i	37	-1%	4.6	35	-19%	i	1.7	0.2%	-21%	5.3%
O=C(Nc1ccc(OC(F)F)cc1)c1cc[n+]([O-])cc1	1%	i	10	10%	0.4	51	-42%	i	0.9	0.8%	-36%	-2.5%
O=C(c1ccc([N+](=O)[O-])cc1)N1CCSC1c1cccc(Cl)c1 (stereo unspecified)	-7%	i	18	18%	0.8	44	-17%	i	0.4	-0.7%	17%	-9.6%
Cc1[nH]c2nc3ccccc3n2c(=O)c1CCC(C)C	13%	i	26	-18%	0.4	63	3%	i	0.3	-0.2%	-37%[20 µM]	-2.7%
COCCCN1CCN(C2Cc3ccccc3Sc3ccc(Cl)cc32)CC1 (stereo unspecified)	-17%	i	50	35%	13	61	-19%	i	0.7	0.0%	-43%	5.8%
O=Cc1cc2ccccc2nc1SCc1ccc(Cl)cc1	-38%	i	38	18%	32	56	5%	i	0.9	0.3%	-82%	-1.5%
CC(=O)Nc1ccc(/C=N\NC(=O)CNS(=O)(=O)c2ccc([N+](=O)[O-])cc2)cc1	14%	i	42	6%	-0.1	99	-26%	i	0.4	-0.2%	9%	-7.8%
O=C(CS(=O)(=O)c1ccccc1)Nc1nc(-c2ccccc2)cs1	-16%	i	46	9%	-0.1	49	-19%	i	0.4	0.2%	6%	-6.1%
C#CC(=O)N(c1ccc(OC)cc1OC)C(C(=O)NC1CCCC1)c1cccs1 (stereo unspecified)	62%*	i	62	12%	3.8	51	75%*	.	.	3.7%	-73%[20 µM]	.
COc1ccc(-c2nnn(CC(=O)NCc3ccccc3)n2)cc1OC	8%	i	34	-14%	0.1	32	-25%	i	5.4	-0.3%	-5%	8.4%
CCN(CC)CC#CCOC(c1ccccc1)c1ccccc1	3%	i	7	7%	2.9	47	-6%	i	0.4	0.1%	-11%	-3.9%
COc1cccc(CN2CCNC(=O)C2CC(=O)O)c1OC (stereo unspecified)	14%	i	34	8%	-1.1	79	-15%	i	1.8	-0.5%	20%	-0.2%
